Screening data deposited in PubChem BioAssay by National Center for Advancing Translational Sciences (NCATS).
KB-V1 MDR tox: kills drug-selected multidrug resistant KB-V1 cells | KB-V1 MDR cells viability, CellTiter-Glo, 72 h | Potency, µM (highest dose often 46.1 µM), for the others: at the highest dose activity change, negative = cytotoxicity, most hits filed as cytotoxic | 400,000 compounds, 3.4% hits; further: potency means the concentration at half of the fitted maximal effect; on the % scale 0 is the no-effect control and ±100 the full control effect; nearly all actives have a fitted effect of over 60% in size
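qHTS viability screen in drug-selected KB-V1 MDR cells: 72 h compound treatment at 37 degrees C, ATP luminescence end point.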
D3 ag: D3 dopamine receptor (human) agonism; D3R DiscoveRx beta-arrestin cells, luminescence, 90 min; max activation, %; 410,000 compounds, 0.58% hits; AID 652048; in the data active means max activation above about 30%; further: 0% is about no effect; mostly tested at two doses, the higher about 12 µM
Target sequence (P35462 whole entry, looked up): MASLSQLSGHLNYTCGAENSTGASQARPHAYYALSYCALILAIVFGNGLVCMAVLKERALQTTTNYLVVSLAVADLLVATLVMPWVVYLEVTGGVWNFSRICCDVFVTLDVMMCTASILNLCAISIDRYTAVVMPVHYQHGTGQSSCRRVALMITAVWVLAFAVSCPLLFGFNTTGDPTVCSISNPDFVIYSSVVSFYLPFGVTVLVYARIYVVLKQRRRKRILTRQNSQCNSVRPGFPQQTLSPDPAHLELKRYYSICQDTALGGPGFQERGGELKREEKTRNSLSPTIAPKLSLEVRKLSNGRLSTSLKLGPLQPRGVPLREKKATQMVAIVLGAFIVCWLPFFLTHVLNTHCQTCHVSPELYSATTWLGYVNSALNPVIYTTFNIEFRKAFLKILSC
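Agonist mode: compounds and dopamine controls were applied to plated cells for 90 min at 37 degrees C after an overnight attachment at 1500 cells/well. Luminescent read-out followed 30 - 60 minutes at room temperature with DiscoveRx detection reagent.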
IL1B secr inh: inhibitors of inflammasome signaling (IL-1 beta secretion); activity change, % at 57.5 µM; 360,000 compounds, 4.7% hits; AID 743279; THP-1 LPS/ATP IL-1B secretion, AlphaLISA, 16 h; active compounds read low; in the data active means activity change below about -50%; inconclusive means mostly about -30% to -49%; further: on the % scale 0 is the no-effect control and ±100 the full control effect
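Secreted IL-1B measured by AlphaLISA bead assay after 16 h compound exposure of THP-1 cells; compounds (final up to 57.5 uM) added 1 h before LPS (250 ng/mL) and ATP (1.25 mM) stimulation; lower signal means less secretion.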
KB-3-1 cytotox: KB-3-1 parental cell cytotoxicity; KB-3-1 viability, CellTiter-Glo ATP luminescence, 72 h; Potency, µM (titrated, usually from 46.1 µM), for the others: top-dose activity change, negative = cytotoxic, most hits filed as cytotoxic; AID 1347075; 400,000 compounds, 1.4% hits; further: potency means the concentration at half of the fitted maximal effect; on the % scale 0 is the no-effect control and ±100 the full control effect; nearly all actives have a fitted effect of over 60% in size
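Parental KB-3-1 adenocarcinoma cells in phenol-red-free DMEM with 10% FBS were pin-treated with compounds at several concentrations, incubated 72 h at 37 °C, and viability read by CellTiter-Glo luminescence; concentration-effect curves were fitted after normalization.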
GLP-1R agonist: GLP-1 receptor (human) agonism; 380,000 compounds, 0.007% hits; P43220; Potency, µM (titrated, usually from 45.6 µM), inactives show top-dose activation, usual class: activators; HEK293 GLP-1R CRE-luciferase, luminescence, 4-6 h; cells express a hypersensitive GLP-1R form; further: potency means the concentration at half of the fitted maximal effect; % of control where 0% means no effect
Target sequence (P43220 whole entry, looked up): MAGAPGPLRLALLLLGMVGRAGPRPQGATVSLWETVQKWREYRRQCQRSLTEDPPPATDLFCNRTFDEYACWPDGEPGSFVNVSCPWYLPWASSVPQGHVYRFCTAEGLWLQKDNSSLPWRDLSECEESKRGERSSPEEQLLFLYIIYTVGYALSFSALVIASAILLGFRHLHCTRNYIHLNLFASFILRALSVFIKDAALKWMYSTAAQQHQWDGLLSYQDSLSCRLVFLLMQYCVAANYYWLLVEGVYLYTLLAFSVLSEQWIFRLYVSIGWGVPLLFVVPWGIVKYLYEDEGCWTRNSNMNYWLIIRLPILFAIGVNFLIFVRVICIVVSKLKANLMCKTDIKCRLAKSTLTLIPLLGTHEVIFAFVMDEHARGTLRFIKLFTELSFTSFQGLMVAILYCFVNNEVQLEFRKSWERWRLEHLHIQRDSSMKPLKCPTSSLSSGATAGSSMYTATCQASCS
SW480 rereplic: induces DNA re-replication in SW480 colon adenocarcinoma cells; 340,000 compounds, 1.8% hits; Potency, µM (top dose mostly 46.1 µM), for inactives: at the highest dose re-replication activation, hits mostly activators; SW480 DNA re-replication, Hoechst DNA content imaging, 48 h; further: potency means the concentration at half of the fitted maximal effect; % of control where 0% means no effect; nearly all actives have a fitted effect of over 55% in size
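Quantitative HTS format with DMSO vehicle controls; 48 hr drug incubation at 37 C, then 40 min Hoechst staining and scanning imager measurement at 405 nm excitation.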
HT1080-NT tox: kills 2HG-producing HT-1080-NT fibrosarcoma cells. HT-1080-NT fibrosarcoma viability, CellTiter-Glo ATP luminescence, 48 h. Potency, µM (highest dose often 46.1 µM), for inactives: top-dose activity, negative = less viability, actives largely listed as cytotoxic. 360,000 compounds, 1.6% hits. AID 686970;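 further: NT is the 2HG producing partner of a matched IDH1 knockdown line; potency means the concentration at half of the fitted maximal effect; 0% = DMSO-treated cells and -100% = media-only wells without cells; nearly all actives have a fitted effect of over 55% in size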
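Compounds were tested in concentration-response format on HT-1080-NT cells for 48 hours at 37 degrees C. Cell viability came from CellTiter-Glo luminescence; curves were classified by r2, response magnitude and activity.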
DRD3 antagonist: D3 dopamine receptor (human) antagonism | D3R cells, DiscoveRx beta-arrestin luminescence, antagonist mode; active compounds read low | P35462 | max response, negative = inhibition, % | AID 652054 | 360,000 compounds, 2.5% hits; in the data active means max response below about -50%; inconclusive means no clear call, values can overlap the other calls; further: on the % scale 0 is the no-effect control and ±100 the full control effect; mostly tested at two doses, the higher about 12 µM
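Cells plated overnight at 1500 cells/well, then exposed to library compounds with dopamine controls for 90 minutes at 37 degrees C. DiscoveRx reagent added for 30–60 minutes at room temperature; luminescence read, quantitative HTS format.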
HT1080 IDH1KD tx: kills HT-1080 cells with IDH1 knockdown; Potency, µM (titrated, usually from 46.1 µM), for the others: at the top dose activity, negative = toxicity, hits mostly cytotoxic; 360,000 compounds, 2% hits; HT-1080 IDH1 knockdown viability, ATP luminescence, 48 h; AID 686971;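 further: potency means the concentration at half of the fitted maximal effect; 0% = DMSO wells and -100% = cell-free medium wells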
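Knockdown cells (IDH1KD HT-1080) received compounds 2 h after plating at 750 cells/well and were kept 48 h at 37 °C in 5% FBS RPMI. A CellTiter-Glo luminescence read gave % activity for curve fitting.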
* = called active by the depositor; i = inactive; u = inconclusive; x = not tested or not shown; & = joins results of further samples; [ ] = remark or other dose. Unless noted, the call rests on the fitted dose curve; in most records, active means well fitted curve in the direction sought with a large enough effect; inconclusive means small, poorly fitted or top-dose-only effect, or another doubt; inactive means no such curve, though single readings can be large; an effect the other way counts as inactive or inconclusive. No enrichment for hits; any-hit rate near 12%.

canonical_smiles	KB-V1 MDR tox	D3 ag	IL1B secr inh	KB-3-1 cytotox	GLP-1R agonist	SW480 rereplic	HT1080-NT tox	DRD3 antagonist	HT1080 IDH1KD tx
CCC(C)[C@H](NC(=O)NCc1ccc(OC)c(OC)c1)C(=O)O (some centres undefined)	27%	4	-2	2%	-5%	-14%	15%	-21	0%
Cc1ccc(S(=O)(=O)N(CCCN(C)C)Cc2ccc3c(c2)OCO3)cc1	u	-1	-19	-20%	-7%	u	-6%	-52*	u
CC1(C)C(=O)Nc2ccccc2N1C(=O)COC(=O)c1ccc(NC(N)=O)cc1	0%	-16	-9	14%	6%	-90%[inhibitor]	-6%	5	9%
CN(C)S(=O)(=O)N1CCC(Oc2cccc(C(=O)NC3CCOC3)c2)CC1 (centres undefined)	x	2	16	x	-3%	0%	2%	15	13%
O=C(CC1SCCNC1=O)Nc1cc(Cl)cc(Cl)c1 (centres undefined)	-19%	-1	u	14%	10%	-8%	0%	30	0%[9.24 µM]
COc1ccc(NC(=O)CN(C)C(=O)C2CSC3(C)CCC(=O)N23)cc1 (centres undefined)	12%	1	2	1%	-7%	-2%	17%	7	4%
O=C1CC2(CON=C2c2ccc(F)cc2)C(=O)N1c1ccc(F)cc1 (centres undefined)	23%	0	28	-1%	-20%	-10%	13%	9	15%
CCOC(=O)c1cnc(SC)nc1Sc1ccccc1Cl	-22%	-7	13	10%	8%	-5%	3%	-13	10%[9.24 µM]
Cc1cc(/C=C2\SC(=O)NC2=O)c(C)n1-c1ccc(N(C)C)cc1	-1%	3	-2	2%	2%	0%	1%	-5	2%
O=C(Nc1ccc(N2CCOCC2)cc1N1CCOCC1)c1ccc([N+](=O)[O-])cc1Cl	u	6	i	22%	6%	-27%	-1%	2	0%
CCOc1ccc(CCNC(=O)CSC(=S)N2CCCC2)cc1OCC	21%	1	-11	11%	3%	-1%	1%	21	7%
CCOC(=O)c1nn(-c2ccccc2C)c(=O)cc1OCC(=O)Nc1cccc(OC)c1	4%	8	56	6%	-6%	-5%	5%	28	4%
O=C(O)c1ccccc1NCc1ccco1	-12%	-4	-1	-29%	-2%	0%	-6%	-11	-3%
Nc1ccc(Cl)c(-c2nc3ncccc3o2)c1	-8%	-8	-2	-2%	-1%	u	-7%	u	-3%
COc1ccc(OC)c(CNc2ccc(F)c(Cl)c2)c1	-19%	-4	-5	2%	13%	-4%	-4%	-29	-14%
Oc1ccc(-c2nnc(-c3ccc(O)cc3)nn2)cc1	14%	4	-26	16%	-10%	3%	0%	-8	-14%
Cc1nc(NC(=O)c2ccco2)sc1C(=O)Nc1ccc(Br)cc1	-24%	-3	57	u	1%	1%	x	-20	x
CC(C)Cn1c(SCC#N)nc2ccccc2c1=O	-7%&10%	-3	4	u	8%	-5%[9.22 µM]	-1%	12	11%
COc1cccc(N(C(=O)CNC(=O)c2ccco2)C(C(=O)NC2CCCCC2)c2ccncc2)c1 (centres undefined)	15%	1	-8	-1%	-10%	-3%[9.22 µM]	3%	-22	2%
COC(=O)C(C)n1nc(C)n(-c2ccc(C)cc2)c1=O (centres undefined)	-3%	13	0	-1%	-18%	-1%	-5%	15	4%
S=C(Nc1cccc(Cl)c1)NC1CCCCC1	-1%	-1	-15	0%	8%	1%	-15%	36	-22%
Cc1cc(C)cc(NC(=O)NCC2CCN(Cc3cc(C)ccc3C)CC2)c1	-4%&-6%	-5&-8	8	-20%&0%	-1%	-5%	10%	-5	6%
CCCCNC(=O)c1cn(CC)c2ccc(S(=O)(=O)N3CCCC3)cc2c1=O	17%	1	-4	6%	-1%	-13%	0%	-16	11%
Cc1cc(C(=O)CCl)c(C)n1CCc1ccccc1	u	-10	-100*	u	-3%	u	13µM*	-27	u
CCOc1cccc(C(=O)Nc2ccc(N(CC)CC)cc2)c1	-20%	-1	-14	u	4%	18µM*	-26%	-14	-27%
CCCNC(=O)c1c[nH]c2ccc(S(=O)(=O)N(C)c3ccc(OCC)cc3)cc2c1=O	22%	9	-3	-18%	-20%	-7%	-10%	20	-20%
Cc1cc(NC(=O)CSCC(=O)Nc2cc(C(F)(F)F)ccc2N2CCCCC2)no1	-28%	-6	14	-5%	3%	-10%	-21%	u	-19%
CCOC(=O)c1c(C)[nH]c(C(=O)COC(=O)C2CC(=O)N(Cc3ccccc3)C2)c1C (centres undefined)	3.3µM*	-5	25	-17%	4%	-16%	10%	0	10%
Cc1ccc(S(=O)(=O)Nc2ccccc2F)cc1C(=O)NCCCN1CCCC1=O	-13%	-6	27	-8%	4%	-12%	-1%	10	1%
c1ccc(CCNc2cnccn2)cc1	-2%	-2	6	4%	-3%	-3%	0%	3	-4%
COc1ccccc1C(OC(=O)c1cccs1)C(=O)NCC1CCCO1 (centres undefined)	-11%	-11	6	-6%	1%	-14%	1%	-25	-8%
Cc1cccc(N(CC(=O)Nc2cccnc2)S(C)(=O)=O)c1	0%	2	1	1%	-1%	0%	9%	-25	-3%
CCOC(=O)c1ccc(CS(=O)c2ccc(Cl)cc2)o1 (centres undefined)	1%	-4	-5	0%	-4%	-16%	7%	-16	2%
O=C1C2CC=CCC2C(=O)N1c1ccc(NCCc2ccccc2F)c([N+](=O)[O-])c1 (centres undefined)	u	7	-5	-10%	-20%	-1%	-2%	2	0%
CCN(CC)c1ncnnc1-c1ccccc1	-12%	3	-17	-9%	0%	-2%	1%	10	9%
COc1ccc(Nc2nc3nonc3nc2N2CCCCC2)cc1	-21%	-7	-4	-16%	13%	-3%	-17%	-21	-23%
CCC(C)(C)NC(=O)C(c1ccccc1F)N(C(=O)c1ccn[nH]1)c1ccccc1 (centres undefined)	-21%	-6	-4	-7%	-5%	9%	3%	7	3%
CCOc1ccc(CN2CCSCC2)cc1	3%	-6	-3	4%	0%	0%	29%	-18	u
COc1cc(Br)c(-c2sc(Nc3ccccc3)n[n+]2-c2ccccc2)cc1OC	16%	7	7	-2%	-5%	-4%	0%	3	4%
O=C(c1ccc(C(F)(F)F)cc1)n1ccc(-c2cccs2)n1	0%	11	2	-9%	10%	-1%	6%	21	10%
Cc1nc(C)c(C(=O)NCCC(c2ccccc2)c2ccccc2)o1	8.2µM*	-7	30	u	5%	12%	-17%	5	-29%
Cc1cccc(C)c1Nc1c(-c2ccccc2O)nc2ncccn12	-7%&15%	-2&4	-2	-6%&6%	6%	u	-10%	4	-17%
Cc1cccc(C(=O)NCC(=O)N(C)CC(=O)Nc2ccc(N3CCOCC3)cc2)c1	-2%	-3	i	14%	15%	-29%	8%	2	9%
COc1ccccc1C(=O)OCC(=O)Nc1cccc(S(=O)(=O)N2CCCC2)c1	-20%	12	12	4%	-3%	-2%	2%	14	0%
CSc1cccc(CN2CCC(Oc3ccc(C(=O)N4CCCCC4)cc3)CC2)c1	-11%	-15	-88*	u	-2%	u	u	u	u
O=C1NC(Cc2ccc(O)cc2)c2nc3cc(Cl)ccc3c(=O)n2-c2ncccc21 (centres undefined)	u	-4	-12	16%	16%	x	-29%	4	u
CCCc1cc(=O)[nH]c(SCC(=O)Nc2nc(-c3ccccc3)cs2)n1	-4%	-7	57	-8%	2%	-2%	-12%	4	-5%
Nc1c(-c2ccccc2)c(CSc2nc3ccccc3[nH]2)nn1-c1ccc(C(=O)O)cc1	u	-1	-3	0%	-1%	-175%[inhibitor]	8%	-1	-4%
CC(C)CC(=O)Nc1nnc(S(=O)(=O)N2CCCCCC2)s1	-10%&-9%	1&-17	5	-9%&-12%	4%	-6%	10%	25	24%
COC(=O)c1cnc(N2CCOCC2)nc1C(F)(F)F	-1%	9	20	-6%	9%	-9%	12%	10	26%
CCOC(=O)c1c(CN2CCOCC2)oc2ccc(OC)cc12	16µM*	-3	-4	-12%	5%	-1%	-3%	0	0%
CCCCN(CCO)CCCC	21%	16	15	0%	-1%	-37%[inhibitor]	24%	21	2%
C=COCCn1c(-c2nonc2N)nc2ccccc21	-14%	0	8	-16%	0%	u	-3%	0	-6%
O=C(COC(=O)COc1ccc(Cl)cc1Br)NCCC1=CCCCC1	0%	2	14	-4%	-8%	-31%[inhibitor]	12%	1	2%
O=C(NCc1ccco1)c1ccc(COc2ccc(Cl)cc2)cc1	-18%	-15	-4	-20%	10%	6%	-20%	-8	-14%
COc1ccc2[nH]c(=O)c(CN(C(=O)c3ccco3)C3CCCCC3)cc2c1	9%	0	-4	7%	5%	1%	4%	0	-9%
C=CCN1C(=O)/C(=C2/Sc3ccc(OC)cc3N2C)SC1=Nc1cccc(O)c1	-2%	-1	-4	0%	11%	u	-13%	8	-3%
Cc1ccc(C(=O)N2CCCC(Nc3ccc(C)c(C)c3)C2)c(=O)[nH]1 (centres undefined)	3%	-7	-12	-3%	2%	-4%	-2%	-19	-1%
Cc1cc(C)n2nc(-c3ccsc3-n3c(C)ccc3C)cc2n1	3%	-1	18	0%	4%	3%	1%	u	-11%
Cc1ccc2nc(N(CCN(C)C)C(=O)C3CCN(S(=O)(=O)c4cccs4)CC3)sc2c1	-8%	1	-4	-6%	-7%	x	-13%	-3	-4%
